Ecoli viability – bacterial growth inhibition, counter-screen for AddAB inhibitors; E. coli V3065 growth, OD600 absorbance, 18 h; inhibition, % at 11.9 µM; 0.27% of 330,000 active;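 active means inhibition above the campaign's mean inhibition across all tested compounds plus 3 SD, cut at about 9.9% in these data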;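 further: uninfected addAB+ strain grown without phage in ampicillin broth; 0% = DMSO wells and 100% = ciprofloxacin 0.95 µg/ml wells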
phage Ecoli inh – E. coli growth loss with phage present. growth absorbance. inhibition, % at 11.9 µM. 0.26% of 360,000 active; in the data active means inhibition above about 11%
Arr AP2 block – blocks beta-arrestin peptide binding to AP2 adaptin. FITC-arrestin peptide / GST-AP2 beads, flow cytometry; AP2 beta2 appendage carries R879A mutation. inhibition, % at 10 µM. 0.31% of 340,000 active;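 active means inhibition above a set limit, near 3 SD of compounds lacking own fluorescence, cut at about 54% in these data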;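 further: plate controls were DMSO wells for no effect and 5 µM unlabelled arrestin peptide for full effect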
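system = GST-tagged AP2 beta2-adaptin appendage (R879A) on 4 µm glutathione beads | reagent = FITC-labelled arrestin peptide probe, 50 nM final | schedule = compound with beads 12 min RT, then probe 1 h RT | signal = HyperCyt-sampled flow cytometry, FL1 channel, ex 488/em 535 nm | read-out = percent response from loss of bead-bound FITC fluorescence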
PKA-R1A activ – activates the PKA-R1A holoenzyme complex; P00514+P68181; activation, % at 11.4 µM; PKA-R1A dissociation, Cy5-IP20 fluorescence polarization; scaled: DMSO 0%, 113 µM cGMP 100%; 0.083% of 340,000 active;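 active means percent activation above the mean of all tested compounds plus 3 SD, cut at about 19% in these data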;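 further: higher means more PKAc released from R1A so a rise in polarization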
AddAB inh – less growth of phage-infected E. coli with AddAB. E. coli expressing H. pylori AddAB, absorbance growth. inhibition, % at 11.9 µM. 0.29% of 330,000 active. AID 435030; in the data active means inhibition above about 12%;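 further: 0% = vehicle wells of infected cells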
OPRM1-OPRD1 ag – OPRM1-OPRD1 heterodimerization agonism | 0.3% of 340,000 active | activation, % at 9.3 µM | P35372+P41143 | cells, luminescence; in the data active means activation above about 18%;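 further: 0% = vehicle-treated cells and 100% = reference agonist; values of inactives mirror those of a sister screen read the other way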
Target sequence (P35372 whole entry, looked up): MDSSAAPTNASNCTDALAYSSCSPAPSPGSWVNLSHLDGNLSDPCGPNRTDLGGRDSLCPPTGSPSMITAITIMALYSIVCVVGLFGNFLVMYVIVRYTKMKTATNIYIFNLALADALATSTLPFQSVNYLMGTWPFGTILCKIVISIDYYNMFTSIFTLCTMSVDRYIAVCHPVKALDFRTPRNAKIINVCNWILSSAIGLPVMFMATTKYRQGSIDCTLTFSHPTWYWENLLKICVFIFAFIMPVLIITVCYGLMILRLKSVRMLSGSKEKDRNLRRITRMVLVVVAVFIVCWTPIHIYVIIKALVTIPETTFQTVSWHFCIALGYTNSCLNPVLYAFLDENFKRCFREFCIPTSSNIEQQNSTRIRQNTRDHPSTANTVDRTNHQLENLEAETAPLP
Target sequence (P41143 whole entry, looked up): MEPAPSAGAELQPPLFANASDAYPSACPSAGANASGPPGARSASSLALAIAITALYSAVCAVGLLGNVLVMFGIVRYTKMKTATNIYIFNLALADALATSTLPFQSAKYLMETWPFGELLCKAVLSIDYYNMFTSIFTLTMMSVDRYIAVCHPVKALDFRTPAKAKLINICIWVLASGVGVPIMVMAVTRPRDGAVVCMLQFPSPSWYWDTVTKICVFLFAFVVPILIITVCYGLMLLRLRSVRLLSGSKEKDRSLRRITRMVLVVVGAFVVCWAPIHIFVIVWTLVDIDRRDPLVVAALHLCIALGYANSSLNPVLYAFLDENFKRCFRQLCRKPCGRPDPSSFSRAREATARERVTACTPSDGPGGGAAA
Pemphigus Ab inh – human desmoglein-3 autoantibody binding inhibition. AID 588358. 0.48% of 310,000 active. P32926. DSG3-coupled beads, scFv-anti-DSG3-GFP binding, flow cytometry; stronger effect = lower value. binding (percent of control), % at 10 µM;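 active means binding more than 3 SD below its plate's average and above zero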;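 further: hits lower antibody fragment binding to DSG3; some compounds called inactive have numbers as strong as hits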
SUMO Mot1 rescue – SUMOylation pathway inhibition by Mot1-301 growth rescue | S. cerevisiae Mot1-301 growth rescue, ATP luminescence, 38.5C; percent above DMSO median, 100 means doubled | growth rescue, % at 18.8 µM | 1% of 320,000 active | AID 2716;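 active means every valid replicate shows activation above 250% relative to neutral control wells; inactive means the rest, any valid replicate at or below 250%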;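 further: OY570 slx delta 5 strain wells were the positive control but not used for scaling; some compounds called inactive have numbers as strong as hits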
Tat transport – E. coli Tat transport inhibition; E. coli MC4100 TorA-mCherry Tat export, fluorescence; inhibition, % at 10 µM; 0.036% of 340,000 active; AID 488895;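 active means mean replicate inhibition at least 50% and at least half of replicates individually reaching 50%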;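 further: exported cargo escapes ClpAP degradation while cytoplasmic cargo is degraded and loses fluorescence; 0% = median of neutral control wells and 100% = median of NaSCN control wells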
OPRM1-OPRD1 inv – inverse agonists of human mu-delta opioid receptor heterodimerization | P35372+P41143 | cell-based MOR-DOR heterodimer luminescence, inverse agonism | inhibition, % at 9.3 µM | 0.21% of 340,000 active | AID 504357; in the data active means inhibition above about 22%, passing the limit was not always enough;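 further: 0% = cells with DMSO and 100% = wells without cells with DMSO; values of inactives mirror those of a sister screen read the other way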
PfHsp90 yeast 2 – growth inhibition of yeast expressing Plasmodium Hsp90. S. cerevisiae expressing PfHsp90, BacTiter-Glo ATP, 48 h; yeast lacking PDR1 and PDR3 efflux regulators. inhibition, % at 9.4 µM. 0.32% of 310,000 active. AID 504621;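 active means every replicate shows inhibition above about 80%, whatever the replicate mean, limit read from the data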;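 further: 0% = DMSO neutral controls and 100% = 20 µM radicicol positive controls; yeast relying on Plasmodium falciparum Hsp90 in place of its own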
Numbers without * were called inactive; . = no result given.

molecule	Ecoli viability	phage Ecoli inh	Arr AP2 block	PKA-R1A activ	AddAB inh	OPRM1-OPRD1 ag	Pemphigus Ab inh	SUMO Mot1 rescue	Tat transport	OPRM1-OPRD1 inv	PfHsp90 yeast 2
CCS(=O)(=O)c1ccc2oc(Nc3ccc(OC)c(OC)c3)nc2c1	-0.1	-3.3	4	3	4.8	-1.5	81	-9	-4	10	-21
COc1ccc(NC(=O)CSc2nnc(C3CC3)n2C)cc1	-1.2	3.8	-22	-10	0.7	-0.7	101	1	3	4	-8
COc1ccc(CN(C)C(=O)C2CCN(S(=O)(=O)c3cccs3)CC2)cc1F	-0.3	3.5	-1	17	-0.1	-2.7	104	-1	-10	11	0
N#C/C(=C\c1ccncc1)c1ccc(NC(N)=O)cc1	-0.8	1.8	0	-4	0.3	-1.0	93	71	3	6	6
CNc1ccc(S(=O)(=O)NCC(=O)NCCCc2ccccc2)cc1[N+](=O)[O-]	-3.6	0.2	8	-3	-3.5	-1.1	109	-9	0	6	-10
CCC(CC)c1nc(NCCC(=O)O)c2ccccc2n1	-1.4	1.1	-11	-2	1.1	-1.4	99	-19	-6	8	-18
CNc1c(NC(=O)COc2ccc(Cl)cc2)c(=O)oc2ccccc12	1.0	2.6	1	1	3.9	-2.5	.	-7	-4	12	-8
Cc1ccc(NCc2nnc(SCC(=O)c3ccccc3)o2)c(C)c1	-0.8	3.4	4	-1	0.2	1.0	107	6	5	-6	.
COc1ccc(CCN2C(=NC(=O)CCC(=O)O)SC3CS(=O)(=O)CC32)cc1OC (stereo unspecified)	-0.2	1.9	47	-2	-1.9	0.1	105	6	-1	-1	.
CCOC(=O)c1[nH]c(COC(=O)CCOc2ccccc2OC)c(C(=O)OCC)c1C	1.2	1.2	-3	-2	-0.5	2.6	102	2	-1	-12	.
COC(=O)c1[nH]c(C)c(/C(O)=C2\C(=O)C(=O)N(CCN3CCOCC3)C2c2ccc(C)o2)c1C (stereo unspecified)	-1.2	1.0	-2	8	1.9	-1.6	.	-9	6	8	-41
CCOC(=O)C1=C(C)NC(=O)NC1c1ccc(N2CCC(c3ccccc3)=N2)cc1 (stereo unspecified)	-1.7	2.6	-6	1	-0.7	-0.3	114	8	6	2	10
CC1(C)Cc2ccccc2-c2c1c(=O)n(Cc1ccccc1)c1nnnn21	-2.9	1.6	7	-12	0.3	0.5	81	6	0	-3	.
CCOC(=O)/C(=C/c1ccc(OC(F)F)cc1)C1=Nn2c(nnc2-c2ccc(Cl)cc2)SC1	.	0.2	44	-10	.	5.3	113	.	-1	-27	39
COc1ccccc1N1CCN(c2cc(=O)n(-c3ccccc3Cl)c(=O)[nH]2)CC1	-1.8	4.5	-5	-8	-0.2	-2.7	117	-7	2	14	25
CS(=O)(=O)N(Cc1ccc(C(=O)NN=C2CCCCCC2)cc1)c1ccccc1	-2.7	4.4	8	-1	-0.9	-2.6	97	10	-1	14	-7
Cn1cnc(S(=O)(=O)Nc2cc(-c3ccc(Cl)cc3)nn2C)c1	-2.2	0.1	-23	.	1.9	.	109	1	.	.	.
CCC(=O)N1CCc2cc(S(=O)(=O)CCC(=O)O)ccc21	1.9	3.5	-8	10	1.9	-0.4	107	1	9	2	9
CC(C)(C)C(=O)CSc1nccc(=O)[nH]1	0.3	2.5	5	1	0.2	-1.2	80	6	-5	7	8
CCOc1ccc(S(=O)(=O)Nc2ccc(C(=O)N/N=C/c3c(C)nn(-c4ccccc4)c3N3CCCC3)cc2)cc1	-0.9	4.2	-34	-1	-0.2	-3.0	98	-11	12	16	-10

Other compounds follow.
molecule	Ecoli viability	phage Ecoli inh	Arr AP2 block	PKA-R1A activ	AddAB inh	OPRM1-OPRD1 ag	Pemphigus Ab inh	SUMO Mot1 rescue	Tat transport	OPRM1-OPRD1 inv	PfHsp90 yeast 2
NNc1nnc2c3cc(F)ccc3n(Cc3ccccc3)c2n1	-2.8	2.1	21	-7	3.7	-0.3	107	-17	5	1	7
COc1ccc(S(=O)(=O)Nc2cccc3c2O[C@H](CN(C)C(=O)NC(C)C)[C@@H](C)CN([C@H](C)CO)C3=O)cc1	0.4	-0.2	-2	-16	2.2	3.4	105	-14	-1	-18	9
COC(=O)c1ccc(NC(=O)C(=O)N2CCN(C(=S)Nc3ccc(C)cc3)CC2)cc1	2.1	1.9	-4	7	2.2	1.4	101	21	-6	-8	22
CC(C)Cc1nnc(NS(=O)(=O)c2ccc([N+](=O)[O-])cc2)s1	2.3	2.2	10	-7	1.7	1.8	111	0	-14	-9	7
Cc1nn(S(=O)(=O)c2ccccc2)c(C)c1S(=O)(=O)N1CCOCC1	3.3	2.1	1	-4	0.8	-2.6	104	-17	4	14	1
O=C(NCCC(=O)N1CCN(S(=O)(=O)c2ccccc2)CC1)c1ccc(Br)cc1	-1.6	1.6	4	-4	0.3	-2.0	106	15	-7	11	.
Cc1ccc2c(c1)C(=O)CCCCC(=O)N2	3.3	-2.7	9	-3	2.0	-2.3	99	-11	-4	12	9
Cc1cc2c(OCC(O)CN3CCCC3)cccc2[nH]1 (stereo unspecified)	2.3	4.9	3	9	2.8	0.2	112	12	0	-1	-11
CC1=CC(C)(C)N(S(=O)(=O)c2ccc(C)cc2)c2cc(C)ccc21	2.2	-0.6	-2	-1	-0.2	2.2	134	308	11	-13	-46
CC(NS(=O)(=O)c1ccc(Cl)c(Cl)c1)C(=O)Nc1cccnc1 (stereo unspecified)	-1.7	-0.2	27	0	-0.2	-1.6	98	8	5	6	1
O=C(CCc1ccccc1)n1nc(-c2ccccc2)nc1NCc1ccco1	-1.0	1.4	2	-2	1.3	1.1	106	-5	3	-6	-23
Cc1cccc(C2c3[nH]c4ccccc4c3CCN2C(=O)c2cc(C(C)C)nc(N)n2)n1 (stereo unspecified)	-0.9	1.5	-2	-3	-0.8	-0.6	111	-15	4	5	-12
ON=C1c2ccccc2-c2ccc(F)cc21	.	-0.2	1	-3	.	6.4	94	.	-8	-33	-64
C[C@H](CCC(=O)O)[C@H]1CC[C@H]2[C@@H]3CC[C@@H]4C[C@H](O)CC[C@]4(C)[C@H]3CC[C@]12C	2.0	1.7	1	-9	4.9	-2.7	98	-8	0	14	8
CC1CCCCN1CCNC(=O)C1CCN(S(=O)(=O)N2CCCCC2)CC1 (stereo unspecified)	-1.2	-0.5	33	-14	0.9	-2.2	114	3	-6	13*	-15
COc1ccc(OC)c(/C=C/C(=O)OCC(=O)NCc2ccco2)c1	2.5	1.1	-5	4	3.2	-4.4	106	-10	-5	18	-22
CCOC(=O)c1c(C)[nH]c(C)c1-c1ccccc1OC	-1.0	2.6	19	-2	2.0	-2.5	.	-18	5	11	2
COc1ccc(/C=N/NC(=O)CCc2c(C)n[nH]c2C)cc1O	0.8	1.2	21	-8	-1.5	-3.9	104	-2	-3	17	20
COCc1ccccc1C1=CC(=O)C[C@H](c2ccc(OC)cc2)C1	-0.9	1.8	3	-17	0.9	3.5	109	-8	1	-20	-6
Cn1cccc1Cc1nnc(SCC(=O)N2CCN(c3ccccc3)CC2)n1-c1ccc(F)cc1	-0.3	4.3	-7	-8	0.6	-0.5	103	8	-1	3	-16

New compounds follow
molecule	Ecoli viability	phage Ecoli inh	Arr AP2 block	PKA-R1A activ	AddAB inh	OPRM1-OPRD1 ag	Pemphigus Ab inh	SUMO Mot1 rescue	Tat transport	OPRM1-OPRD1 inv	PfHsp90 yeast 2
CC1(C)CC(N(Cc2ccccc2)C(=O)Cc2ccccc2)CCO1 (stereo unspecified)	0.0	3.1	-8	-1	3.1	-3.2	98	-20	1	16	5
Clc1ccc(OCCn2cnc(Cl)c2Cl)cc1	1.8	0.9	5	-16	0.8	-0.4	96	-20	-1	2	5
COC(C[C@H]1O[C@H]1[C@@H](O)[C@H](C)OCc1ccccc1)OC	.	1.1	.	-4	.	-1.6	110	.	3	9	19
COc1ccccc1C(CC(=O)Nc1nccs1)c1ccco1 (stereo unspecified)	0.0	1.5	19	-15	-2.1	-1.6	97	-7	-4	9	3
COc1ccc(CCNC(=O)CSc2nnc(-c3cccc(F)c3)o2)cc1OC	0.9	1.9	16	3	0.4	-2.3	107	-6	-3	13	-35
CN(Cc1ccccc1)S(=O)(=O)c1nnc(NC(=O)c2ccccc2)s1	0.2	2.8	0	5	4.2	-1.0	99	-15	16	5	-69
COc1ccccc1NC(=O)Cn1cc(C(=O)c2ccco2)c2ccccc21	3.8	6.1	10	1	3.3	0.7	109	-10	-3	-4	.
Cc1nnc(SCC(=O)NCCN2C(=O)CSC2=O)s1	-0.9	3.2	-14	-5	2.5	-0.7	97	-6	-9	4	.
COc1ccc(Nc2nc(C)cc(C)c2C(N)=O)cc1OC	-1.1	1.1	4	11	1.7	-3.3	99	4	9	15	5
COc1ccc(CNC(=O)C2CCNCC2)cc1	-0.8	1.8	1	-5	3.4	1.3	.	-20	4	-8	.
O=C(CCN1C(=O)C2CCCCC2C1=O)Nc1cc([N+](=O)[O-])ccc1Cl (stereo unspecified)	-0.3	6.4	-4	-3	-1.4	-0.3	.	0	0	1	-11
c1ccc(Cn2nnc3c(N4CCc5ccccc5C4)ncnc32)cc1	-0.6	3.1	-3	-8	0.9	5.9	101	39	15	-32	46
O=C(NC1CCCCC1)N1CCCC(c2nc3ccccc3[nH]2)C1 (stereo unspecified)	-2.2	0.9	-7	-15	-0.8	-3.0	106	6	2	16	-39
COc1cc2[nH]ccc(=O)c2cc1OC	-1.1	3.4	-7	-6	3.2	-2.4	106	-3	-1	13	-4

From PubChem
